ASAP1 GAP inh – inhibitors of human ASAP1 ArfGAP activity, primary screen, biochemical, fluorescence polarization. Arf-GAP with SH3 domain, ANK repeat and PH domain-containing protein 1 (Homo sapiens), …. ASAP1-stimulated ARF1 GTP hydrolysis, GDP FP detection. inhibition, % at 16.5 µM. 360,000 compounds, 0.19% hits; in the data active means inhibition above about 25%;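 further: 0% = vehicle with enzyme and substrate and 100% = no enzyme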
Target sequence (Q9ULH1 325-724 limits assumed): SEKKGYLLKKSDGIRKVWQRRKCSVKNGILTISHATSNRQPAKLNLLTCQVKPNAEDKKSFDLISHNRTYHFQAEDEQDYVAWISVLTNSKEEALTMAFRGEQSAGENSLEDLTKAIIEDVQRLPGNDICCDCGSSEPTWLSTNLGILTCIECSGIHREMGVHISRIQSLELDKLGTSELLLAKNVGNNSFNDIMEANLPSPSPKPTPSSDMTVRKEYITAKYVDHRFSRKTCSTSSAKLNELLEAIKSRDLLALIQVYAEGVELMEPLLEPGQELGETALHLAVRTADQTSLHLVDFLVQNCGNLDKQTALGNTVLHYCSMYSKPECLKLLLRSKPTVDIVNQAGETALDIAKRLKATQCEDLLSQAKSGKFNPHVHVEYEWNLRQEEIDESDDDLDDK
ARFGAP1 inh – inhibitors of rat ARFGAP1 GAP activity, primary screen, biochemical, fluorescence polarization, GDP tracer. ADP-ribosylation factor GTPase-activating protein 1 (Rattus norvegicus), Q62848. Arfgap1-stimulated ARF1 GTP hydrolysis, GDP FP detection. inhibition, % at 16.5 µM. 360,000 compounds, 0.26% hits. AID 651572, 2012;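 active means inhibition above a per-plate limit, mean inhibition of low control wells plus 3 SD, cut at about 25% in these data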;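 further: 0% = DMSO wells with enzyme and 100% = wells lacking Arfgap1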
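Material – truncated rat Arfgap1 GAP domain · Buffer or medium – HEPES-based buffer, pH 7.5 · Reagent – human ARF1(Δ1-17)-GTP substrate · Dosing – 16.5 µM single point, 1.26% DMSO · Schedule – GTP hydrolysis reaction 2 h at 25 °C · Technique – GDP detection by fluorescence polarization · Benchmarks – No-Arfgap1 wells (100%) versus DMSO full-reaction wells (0%) · Repeats – single replicate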
SIAE inh – human SIAE inhibitors, primary screen, biochemical, fluorescence polarization, FP-Rh probe, 1536-well HTS; Sialate O-acetylesterase (Homo sapiens), Q9HAT2; SIAE FP-Rh probe binding; inhibition, % at 9.66 µM; 370,000 compounds, 0.69% hits;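 active means inhibition above a cutoff: mean of compounds within the control limits plus 3 SD of those, cut at about 17% in these data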;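 further: 0% = plate median of compound wells and 100% = probe without SIAE protein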
Target sequence (Q9HAT2 whole entry, looked up): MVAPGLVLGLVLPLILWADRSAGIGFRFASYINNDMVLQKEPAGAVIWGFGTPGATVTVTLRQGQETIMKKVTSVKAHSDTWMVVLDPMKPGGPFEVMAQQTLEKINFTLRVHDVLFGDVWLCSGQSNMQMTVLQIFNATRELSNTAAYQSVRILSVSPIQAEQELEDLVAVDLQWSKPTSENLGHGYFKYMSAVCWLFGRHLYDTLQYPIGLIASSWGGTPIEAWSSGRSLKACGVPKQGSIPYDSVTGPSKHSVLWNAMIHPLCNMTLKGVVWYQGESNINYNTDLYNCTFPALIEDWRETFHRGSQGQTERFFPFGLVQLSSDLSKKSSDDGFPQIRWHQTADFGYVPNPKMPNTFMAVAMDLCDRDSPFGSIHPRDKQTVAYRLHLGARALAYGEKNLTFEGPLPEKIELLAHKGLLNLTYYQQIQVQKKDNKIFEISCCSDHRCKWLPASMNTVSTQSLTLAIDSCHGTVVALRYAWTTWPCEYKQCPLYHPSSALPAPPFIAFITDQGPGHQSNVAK
DDE Tn6 FP inh – inhibitors of Tn6 peptide binding to fibrin DD(E), primary screen, biochemical, fluorescence polarization, human fibrin, Tn6 probe | Fibrin DD(E) TRITC-Tn6 fluorescence polarization displacement | 370,000 compounds, 0.21% hits | inhibition, % at 8.3 µM | Fibrinogen beta chain (Homo sapiens), P02675;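 active means inhibition above a per-campaign cutoff: mean of compounds within control limits plus 3 SD, cut at about 15% in these data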;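 further: 0% = median of all compound wells on the plate and 100% = blocking peptide control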
PLCb3 inh – human PLC-beta3 inhibitors, primary screen, biochemical, fluorescence | inhibition, % at 12.2 µM | Purified PLC-beta3, fluorogenic substrate | 370,000 compounds, 0.18% hits; in the data active means inhibition above about 11%;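 further: 0% = median of compound wells on plate and 100% = full blocker control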
PLC-gamma1 inh – PLC-gamma1 enzyme inhibitors, primary screen, biochemical, fluorescence, purified enzyme | 1-phosphatidylinositol 4,5-bisphosphate phosphodiesterase gamma-1 (Homo sapiens), P19174 | fluorogenic substrate | inhibition, % at 12.2 µM | 370,000 compounds, 0.84% hits | AID 720700, 2013; in the data active means inhibition above about 9.5%
Tn7 DDE FP – inhibitors of Tn7 peptide binding to fibrin DD(E), primary screen, biochemical, fluorescence polarization, human fibrin, Tn7 probe; inhibition, % at 8.3 µM; FP displacement of FITC-Tn7 peptide from fibrin DD(E); 0% = median of compound wells per plate; Fibrinogen beta chain (Homo sapiens), P02675; 370,000 compounds, 0.13% hits;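 active means inhibition above the mean of compounds falling within the control limits plus 3 SD of them, cut at about 14% in these data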;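 further: 0% = plate median of compound wells and 100% = 10 µM Aha-Tn7 peptide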
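Assay system: human fibrin DD(E) protein / Input: 2 µM fibrin DD(E) / Benchmarks: high control of 10 µM Aha-Tn7 peptide / Measured by: fluorescence polarization of the labelled Tn7 tracer / Medium: Tris buffer with calcium and detergent, pH 7.8 / Timing: 10 min compound pre-incubation, 3 h probe incubation at room temperature / Repeats: one replicate per compound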
TDP2 absorb – human TDP2 enzyme inhibitors, primary screen, biochemical, epi absorbance, recombinant enzyme; T5PNP hydrolysis, p-nitrophenol absorbance 415 nm; Tyrosyl-DNA phosphodiesterase 2 (Homo sapiens), O95551; inhibition, % at 12.8 µM; 370,000 compounds, 0.34% hits;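 active means inhibition above the mean of all tested compounds plus 3 SD, set per campaign, cut at about 25% in these data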;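 further: 0% = DMSO with enzyme and 100% = buffer with substrate but no TDP2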
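Assay system: recombinant human TDP2 / Reagent: T5PNP substrate at 5 mM, a TopII-DNA adduct mimic / Measured by: epi absorbance from released p-nitrophenol / Evaluation: % inhibition relative to enzyme-containing and enzyme-free wells / Control set: enzyme-free and DMSO wells / Replicates: each compound tested once, singlicate / Schedule: enzyme reaction with compound for 2 h at 37 °C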
ADAM10 inh – human ADAM10 inhibitors, primary screen, biochemical, QFRET, HTS; Disintegrin and metalloproteinase domain-containing protein 10 (Homo sapiens), O14672; recombinant ADAM10, EDANS/DABCYL FRET peptide cleavage, 3 h; inhibition, % at 7 µM; 370,000 compounds, 0.62% hits;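 active means inhibition above a per-campaign cutoff equal to the mean of compounds falling between control-based bounds plus 3 SD, cut at about 20% in these data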;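 further: 0% = DMSO wells while the 100% control is not disclosed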
ADAM17 inh – ADAM17 inhibitors, primary screen, biochemical, QFRET; Disintegrin and metalloproteinase domain-containing protein 17 (Homo sapiens), P78536; recombinant ADAM17, EDANS/DABCYL FRET peptide cleavage; inhibition, % at 6.95 µM; 370,000 compounds, 0.83% hits; AID 720648, 2013;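 active means inhibition above the mean of compounds lying between control limits plus 3 SD, set per campaign, cut at about 8.5% in these data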;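 further: 0% = DMSO-only wells as the low control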
The depositor's hits bear a star; i = inactive.

PLC-gamma1 inh	ADAM17 inh	TDP2 absorb	molecule	Tn7 DDE FP	SIAE inh	DDE Tn6 FP inh	ASAP1 GAP inh	ADAM10 inh	PLCb3 inh	ARFGAP1 inh
-280	-364	-9	Cc1cccn2c(=O)c3cc(C#N)c(=NC(=O)c4ccco4)n(Cc4ccco4)c3nc12	8	-11	-3	-1	i	-374	-8
-12	-15	-4	Cc1cccc2c(-c3ccccc3)cc(=O)[nH]c12	5	-1	7	-8	-32	-11	-6
-3	-5	5	O=[N+]([O-])c1cccnc1C1OCCO1	10	-2	6	0	-11	0	-3
-2	-5	11	CS(=O)(=O)N(Cc1ccc(Cl)cc1)c1ccc(C(=O)NCC2CCCO2)cc1 (stereo not drawn)	11	-4	1	-12	5	-3	-2
2	2	-2	O=[N+]([O-])c1cccc(C2Nc3cccc4cccc(c34)N2)c1	3	14	4	5	1	-3	4
-2	-7	4	CCOc1ccc(CN(C)CC(=O)Nc2cccc3ccccc23)cc1OC	0	-4	5	-3	-2	-5	7
-256	-18	-13	CCOC(CNC(=O)c1cccn2c(=O)c3cc(Cl)ccc3nc12)OCC	-6	-8	-3	-5	-37	-355	-8
1	-2	9	O=C(c1ccc2ccccc2c1)N1CCCCC1	-2	2	3	3	-9	-1	-10
1	1	-6	O=C(NC1CCCC1)C(c1ccccc1)n1c(Cc2cc(F)cc(F)c2)nc2ccccc21 (stereo not drawn)	2	-2	11	0	1	-1	15
3	-1	7	Cc1ccc(S(=O)(=O)NNC(=O)CCC(=O)Nc2ccc(C)cc2C)cc1	-5	2	1	4	-10	0	1
-2	1	14	CCC/C(=N\NC(=O)c1ccco1)c1ccc(Cl)s1	-3	5	1	1	-2	-7	12
1	2	-4	Cc1cccc(N2CCN(C(=O)COc3ccc4c(c3)CCC4)CC2C)c1 (stereo not drawn)	-1	1	-2	-5	4	-3	7
-3	-1	-8	O=C1CSC(=Nc2ccc(O)cc2)N1c1ccc(O)cc1	3	5	-2	7	-5	-2	-4
2	-1	6	CC(NC(=O)Cc1ccccc1)C(=O)O (stereo not drawn)	-2	2	0	-3	1	4	6
-1	-5	-10	CC(C)CN=c1cc(-c2ccccc2)oc2ccc(Cl)cc12	-4	2	3	0	-6	-1	1
-1	0	10	Cc1ccc(NC(=O)Nc2nnc(-c3ccncc3)s2)cc1	-4	1	1	20	-3	-2	11
-1	-2	6	O=C(Cn1ncc2c([nH]c3ccccc32)c1=O)N1CCN(c2ccccc2F)CC1	6	2	-2	11	1	-5	10
-4	-2	-8	COc1cccc(C2c3c(oc4ccccc4c3=O)C(=O)N2c2ccccn2)c1 (stereo not drawn)	3	-3	1	3	-27	-12	-5
-145	-439	-7	CCOC(=O)Nc1ccc2c(C)cc(=O)oc2c1	1	-3	-8	3	i	-182	-2
-1	-2	-4	Cc1cc(C(=O)Nc2ccccc2C)on1	7	-1	11	7	-2	0	2
1	-3	2	CC(C)c1ccc(C(C(=O)NC2CCCCC2)N(C(=O)c2csnn2)C2CC2)cc1 (stereo not drawn)	6	-9	2	-10	-3	-2	2
0	-4	5	COc1ccc(N2C(=O)CC(N3CCN(c4nc5ccccc5s4)CC3)C2=O)cc1 (stereo not drawn)	1	-5	4	7	-2	-3	4
4	1	-1	OC1(c2ccc(Cl)cc2)CCN(Cc2cn[nH]c2-c2ccc(F)cc2)CC1	3	6	2	0	2	1	-4
2	-2	3	CCn1c(SC)nnc1-c1c[nH]c2ccccc12	-1	5	5	0	-7	2	15
2	-3	-15	CCOc1cc(N2CCOCC2)c(OCC)cc1NC(=O)COC(=O)COc1ccc(C#N)cc1	2	1	-2	-2	-15	-5	-3
-42	-9	18	COc1ccc(C(=O)N/C(=C\c2ccc(Cl)cc2)C(=O)NCC2CCCO2)cc1 (stereo not drawn)	1	-1	7	-11	-17	-70	13
3	-4	-6	O=C(Nc1ccc(S(=O)(=O)N2CCCCC2)cc1)c1ccco1	4	6	-2	-4	-3	-9	12
-2	-5	3	Cc1nc(N2CCOCC2)c2c(C)c(C(=O)Nc3ccc(C(F)(F)F)cc3)sc2n1	1	-6	3	-3	-3	-10	3
5	-6	1	O=[N+]([O-])c1cccc(-c2nc(-c3ccccc3)c(-c3cccs3)[nH]2)c1	1	14	1	-1	-2	4	-5
1	2	-14	CN(C)/C=N/c1c(C#N)cnn1-c1ccccc1	2	4	-13	-14	-2	0	-2
3	2	-15	O=C(/C=C/c1ccc(Br)cc1)N1CCN(Cc2ccccc2)CC1	-2	-5	2	-3	4	1	5
-4	-3	9	CCOC(=O)N1CCN(C(=O)CCC(=O)c2ccc(OCC)cc2)CC1	-4	5	10	5	-4	-4	-3
-1	-1	2	CCOc1cc(/C=N/NC(=O)c2nnn(-c3nonc3N)c2C)ccc1OCc1ccc(C)cc1	5	-6	2	-1	-17	0	-6
3	-3	2	Cc1[nH]c(=O)[nH]c(=O)c1/C=N/NC(=O)[C@H](C)NC(=O)OC(C)(C)C	7	-3	3	4	-3	4	-3
0	-2	0	CCNc1nc(OCCNC(C)=O)nc(N(C)C)n1	3	4	5	-6	2	-3	4
6	1	-3	COc1ccc(NC(=O)CSc2nnc(COc3ccccc3)n2Cc2ccco2)cc1OC	0	0	7	-6	6	-1	10
1	0	5	Cn1c(=O)n(C)c2cc(S(=O)(=O)Nc3ccccc3)ccc21	1	-3	5	-10	-3	4	12
2	-1	7	O=C(CCl)N(c1ccccc1)c1c[nH]c2ccccc12	0	-1	1	0	0	-4	-8
-16	-2	3	O=C1C(=O)c2ccc(-c3ccccc3)cc2-c2ccccc21	2	0	8	-13	-2	-27	15
-6	-11	7	Cc1cc(C)nc(N2CCCC(C(=O)NC(C)C)C2)n1 (stereo not drawn)	-1	18*	-2	7	-26	-15	7
1	1	-1	Cc1c(C(=O)N(CCO)Cc2ccccc2)oc2c(F)cccc12	-3	-2	0	14	8	-2	-13
-76	-34	-8	COC(=O)c1ccc(CNC(=O)COC(=O)/C=C/c2cccc(OC)c2)cc1	-8	-8	-4	-4	-154	-102	13
1	0	-12	O=C(CCCn1nnc2ccccc2c1=O)N[C@@H](Cc1ccccc1)C(=O)O	0	-2	2	9	3	-2	0
-4	-6	0	N#C/C(=C\c1ccccc1[N+](=O)[O-])C(=O)NCc1ccccc1	8	-1	-5	-2	-7	-6	12
2	1	8	COc1ccc(CN2C(=O)c3ccccc3C2C(=O)NC2CCCC2)c(OC)c1 (stereo not drawn)	-13	0	4	19	4	7	-3
5	4	-4	O=C1CC(C(=O)Nc2ccccc2)N=C(N2CCCCC2)N1 (stereo not drawn)	7	0	-3	3	-4	-3	11
1	1	5	Cn1c(SCC(=O)NCCc2ccccc2)nc2c([nH]c3ccccc32)c1=O	-2	-8	1	12	-5	-1	-15
-1	-4	-2	c1ccc(-c2cc(-c3nnco3)c3ccccc3n2)nc1	5	0	7	-4	-4	-2	-1
5	7	-7	Cc1cccc(N2CCN(C(=O)c3c(C)nn(Cc4ccccc4Cl)c3C)CC2)c1C	-6	-2	-6	5	15	2	1
3	-2	0	COC(=O)c1ccc(NC(=O)C(C)N2C(=O)c3ccccc3C2=O)cc1 (stereo not drawn)	-3	0	-4	2	1	3	13
-190	-128	-3	CCOC(=O)N1CCN(C(=S)Nc2ccc3nc(N4CCN(CC)CC4)cc(C)c3c2)CC1	2	6	2	2	-449	-206	-8
5	0	-17	COc1cc(OC)cc(C(=O)OCC(=O)NCCCc2ccccc2)c1	0	-3	-3	11	0	-8	-4
-12	3	-3	Cc1ccccc1-c1n[nH]nc1C1=CC(=O)C[C@H](c2ccc(F)cc2)C1	1	1	0	0	-11	-22	-4

3 compounds from above, sorted by molecular weight, falling:
PLC-gamma1 inh	ADAM17 inh	TDP2 absorb	molecule	Tn7 DDE FP	SIAE inh	DDE Tn6 FP inh	ASAP1 GAP inh	ADAM10 inh	PLCb3 inh	ARFGAP1 inh
2	1	8	COc1ccc(CN2C(=O)c3ccccc3C2C(=O)NC2CCCC2)c(OC)c1 (stereo not drawn)	-13	0	4	19	4	7	-3
-76	-34	-8	COC(=O)c1ccc(CNC(=O)COC(=O)/C=C/c2cccc(OC)c2)cc1	-8	-8	-4	-4	-154	-102	13
-12	3	-3	Cc1ccccc1-c1n[nH]nc1C1=CC(=O)C[C@H](c2ccc(F)cc2)C1	1	1	0	0	-11	-22	-4

High-throughput results (PubChem)
